# Bioassay records as filed in PubChem BioAssay.
# CHT inh = inhibits the human high affinity choline transporter | AID 488975 | B-score at 10 µM | CHT-expressing cells, membrane potential dye, choline response; stronger effect = lower value | 310,000 tested, 0.86% active | Q9GZV3;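 active means B-score over 3 SD under the library average, and starting fluorescence ratio not unusually high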;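 further: choline stimulus applied at its EC90 after an EC20 pre-addition; B-score computed on integrated fluorescence ratio after choline addition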
# Target sequence (Q9GZV3 whole entry, looked up): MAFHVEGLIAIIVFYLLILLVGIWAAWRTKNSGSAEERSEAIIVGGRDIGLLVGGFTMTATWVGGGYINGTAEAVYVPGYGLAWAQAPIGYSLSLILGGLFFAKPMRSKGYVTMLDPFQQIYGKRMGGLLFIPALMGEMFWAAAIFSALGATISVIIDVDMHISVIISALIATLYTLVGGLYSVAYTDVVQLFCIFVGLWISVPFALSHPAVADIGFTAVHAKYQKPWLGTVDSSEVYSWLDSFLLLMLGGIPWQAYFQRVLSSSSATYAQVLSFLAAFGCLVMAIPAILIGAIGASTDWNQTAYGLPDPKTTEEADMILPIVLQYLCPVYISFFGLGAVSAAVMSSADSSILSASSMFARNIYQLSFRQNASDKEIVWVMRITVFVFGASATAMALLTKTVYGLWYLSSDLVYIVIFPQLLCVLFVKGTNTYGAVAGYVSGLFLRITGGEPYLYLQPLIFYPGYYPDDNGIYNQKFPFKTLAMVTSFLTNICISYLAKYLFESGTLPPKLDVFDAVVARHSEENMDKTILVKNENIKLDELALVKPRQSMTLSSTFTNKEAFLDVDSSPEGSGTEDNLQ
# CHT PAM = allosterically activates the human high affinity choline transporter; Q9GZV3; CHT-expressing cells, membrane potential dye, choline EC20; stronger effect = higher value; LV-AA mutant CHT in HEK293 cells; B-score at 10 µM; 310,000 tested, 0.49% active;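 active means initial fluorescence not abnormally high and integrated response B-score, plate-corrected, over 3 SD above library mean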
# Calls only; i = inactive.
# Sequence of screens: CHT inh, CHT PAM
COc1ccccc1CC(=O)O/N=C(\N)c1cccc([N+](=O)[O-])c1
    i, i
O=S(=O)(NC1CCCC1)c1ccc(S(=O)(=O)N(Cc2cccs2)CC2CCCO2)cc1 (stereo unspecified)
    i, i
O=C(NCc1ccc(F)cc1)C1CCN(S(=O)(=O)c2ccc(Br)s2)CC1
    i, i
Cc1ccc(C(=O)OCC(=O)Nc2ccccc2Cl)c(O)c1
    i, i
COc1ccc(CCn2c(N)cc(=O)[nH]c2=S)cc1OC
    i, i
Cc1cc(C)c(OCC(=O)OCC(=O)NCc2cccs2)c(C)c1
    i, i
Cc1ccc(C2N=C(N)Nc3nc4ccccc4n32)cc1 (stereo unspecified)
    i, i
Cc1ccc(OCc2nnc(SC3CCc4ccccc4C3=O)n2C)cc1 (stereo unspecified)
    i, i
CCCn1c(COc2ccccc2OC)nc2ccccc21
    i, i
COc1cccc(C(=O)Oc2ccc3ccc(=O)oc3c2)c1
    i, i
Cc1ccc(S(=O)(=O)N[C@@H](C)C(=O)N2CCC(C(=O)N[C@@H](Cc3ccccc3)C(=O)O)CC2)cc1
    i, i
COc1ccccc1N(C)S(=O)(=O)c1ccc(C(=O)Nc2ccc3nc(C)sc3c2)cc1
    i, i
O=C(COc1ccccc1Br)NC1CCCC1
    i, i
Cc1ccccc1NC(=O)C1CC(=O)N(Cc2ccccc2)C1 (stereo unspecified)
    i, i
O=C(NCCS(=O)(=O)N1CCN(c2cccc(Cl)c2)CC1)c1cc(=O)c2ccccc2o1
    i, i
CCCOc1ccc(C2C(C(=O)OC)=C(C)N=C3SCCC(=O)N32)cc1OCC (stereo unspecified)
    i, i
Cc1ccccc1/C=N\NC(=O)c1csnn1
    i, i
O=C(c1ccc(CS(=O)c2ccccc2Cl)o1)N1CCOCC1 (stereo unspecified)
    i, i
CCN(CC)C(=O)c1cc(-c2ccc(Br)cc2)on1
    i, i
Cc1ccc(NC(=O)CCc2nc3ccccc3s2)c(O)c1
    i, i
Cc1ccc(C(=O)N/N=C/c2cn(Cc3ccccc3)c3ccccc23)cn1
    i, i
Cc1cc2cc(CN(Cc3ccc4c(c3)OCO4)C(=O)c3ccco3)c(=O)[nH]c2cc1C
    i, i
COc1ccc(S(=O)(=O)NC(C)C(=O)NCc2cccnc2)cc1Cl (stereo unspecified)
    i, i
CC(=O)Nc1ccccc1C(=O)C(=O)NCCc1ccccc1
    i, i
Cc1ccc(-c2csc(NC(=O)c3ccc(S(=O)(=O)N4CCc5ccccc54)cc3)n2)cc1
    i, i
CCCSc1nc2cc(C)c(C)cc2n1CC(O)CO (stereo unspecified)
    i, i
Cc1ccc(Sc2nc(-c3ccccc3)ccc2C#N)cc1
    i, i
O=C(Cc1cnn(-c2ccccc2)c1)c1ccc(O)c(O)c1O
    i, i
CN(C)c1ccc(CN(CC2CCCO2)C(=O)c2cccs2)cc1 (stereo unspecified)
    i, i
Cc1c(C(=O)Nc2ccccc2)sc2nc(-c3ccccc3)cn12
    i, i

# (more compounds)
# Sequence of screens: CHT inh, CHT PAM
COC(=O)c1sccc1S(=O)(=O)Nc1ccc(Cl)cc1
    i, i
Cc1ccc(C)c(N(CC(=O)NN=C2CCN(C)CC2)S(=O)(=O)c2ccccc2)c1
    i, i
Cc1ccc2c(c1)OC(c1ccc3c(c1)OCCO3)CC2=O (stereo unspecified)
    i, i
CCOc1ccc(NC(=S)N(CCc2c(C)[nH]c3ccccc23)Cc2ccco2)cc1
    i, i
CCCCCCCOC(=O)C1=C(C)Nc2ncnn2C1c1cccs1 (stereo unspecified)
    i, i
Cc1cc(N2CCOCC2)nc(N)n1
    i, i
COc1ccc(OCC(=O)N2CCN(C(=O)c3cccc(F)c3)CC2)cc1
    i, i
O=C(O)Cc1ccc(NCc2ccccc2Cl)cc1
    i, i
CCN1CCC(NC(=O)Nc2ccc(F)cc2F)CC1
    i, i
CC(C)Cc1cc(C(=O)O)n[nH]1
    i, i
CC(C)CC(=O)Nc1ccc(C(=O)NNC(=O)C(c2ccccc2)c2ccccc2)cc1
    i, i
CCOC(=O)Cc1csc(NC(=S)NC(=O)c2cc(OC)cc(OC)c2)n1
    i, i
COC(=O)c1ccc(Cn2cc(Cl)cn2)cc1
    i, i
COc1cc(C(c2oc(CO)cc(=O)c2O)c2oc(CO)cc(=O)c2O)cc(OC)c1OC
    i, i
CC1=C(C(=O)Nc2cc(C)ccn2)C(c2cnn(C)c2)C2=C(CC(c3ccccc3)CC2=O)N1 (stereo unspecified)
    i, i
O=C(CCCN1C(=O)c2cccc3cccc(c23)C1=O)Nc1nccs1
    i, i
CC(C)C[C@H](NC(=O)c1[nH]cnc1C(=O)N[C@@H](C)c1ccccc1)C(=O)OCc1ccccc1
    i, i
Cc1cc(CO)nn1-c1ccc([N+](=O)[O-])cc1
    i, i
CCOCCCNC(=O)C(Cc1ccccc1)NS(=O)(=O)c1ccc2c(c1)c(=O)n(C)c(=O)n2C (stereo unspecified)
    i, i
COc1cc(-c2ccc(=O)[nH]n2)ccc1OC(F)F
    i, i
COc1ccc(C(=O)CN(Cc2ccccc2)C2=NCCS2)cc1
    i, i
N#C/C(=C\c1cccnc1)c1nc2ccccc2[nH]1
    i, i
O=C(Cc1coc(-c2ccc(F)cc2)n1)NC1CCCCC1
    i, i
C[n+]1nc(Nc2ccccc2)sc1-c1ccc(O)cc1
    i, i
OC1CCN(Cc2cccc3ccccc23)CC1
    i, i
N#Cc1cccc(NC(=O)CC2CCCC2)c1
    i, i
O=C(Nc1cccc(-c2ccc(N3CCOCC3)nn2)c1)c1ccccc1Cl
    i, i
CC(CC(=O)Nc1ccc(-c2ccno2)cc1)n1cccn1 (stereo unspecified)
    i, i
CCOC(=O)CC1C(=O)NCCN1S(=O)(=O)c1ccccc1 (stereo unspecified)
    i, i
Cc1nn2c(C)c(C(=O)Nc3ccccc3)cnc2c1C#N
    i, i

# Profiles, quoted from the list.
# O=C(CCCN1C(=O)c2cccc3cccc(c23)C1=O)Nc1nccs1 is entered as CHT inh = i; CHT PAM = i
# COC(=O)c1ccc(Cn2cc(Cl)cn2)cc1 is entered as CHT inh = i; CHT PAM = i
# CCOC(=O)CC1C(=O)NCCN1S(=O)(=O)c1ccccc1 (stereo unspecified) is entered as CHT inh = i; CHT PAM = i

# Further compounds:
# Sequence of screens: CHT inh, CHT PAM
COc1ccc(/C=N/NC(=O)c2cccc(NC(C)=O)c2)c(C(=O)O)c1OC
    i, i
O=C(O)CCC(=O)Nc1ccccc1C(=O)NC1CCCCC1
    i, i
Cc1cc2c(cc1S(=O)(=O)N1CCN(c3ccccc3F)CC1)OCC(=O)N2
    i, i
COc1ccc(NC(=O)c2c(C)nn(Cc3ccccc3)c2Cl)cc1S(=O)(=O)N1CCOCC1
    i, i
COc1cc(CN2CCC(n3nccc3NC(=O)CCCc3ccccc3)CC2)ccc1O
    i, i
O=C(CCSc1nc(-c2ccco2)cc(C(F)(F)F)n1)N1CCN(c2ccccc2)CC1
    i, i
Cc1cc(Nc2ccccc2)n(CCC#N)n1
    i, i
CC1(C)Cc2c(sc3nc4n(-c5ccccc5)cnn4c(=O)c23)CO1
    i, i
Cc1ccc(C)c(N2CCN(S(=O)(=O)c3c(C)noc3/C=C/N(C)C)CC2)c1
    i, i
CC(=O)c1ccc(OCC(=O)Nc2c(C)nn(-c3ccccc3)c2C)cc1
    i, i
N=c1c(C(=O)NCc2ccccc2)cc2c(=O)n3ccccc3nc2n1CCCN1CCOCC1
    i, i
Cc1ccc(SCC(=O)OC(C)C(=O)N2CCc3ccccc32)cc1 (stereo unspecified)
    i, i
CC12CC(c3ccccc3O1)N(C(=O)c1ccco1)C(=S)N2c1ccc(F)cc1 (stereo unspecified)
    i, i
O=C(O)c1cnn2c1NC(c1ccc(F)cc1)CC2C(F)(F)F (stereo unspecified)
    i, i
Cc1cc(Cl)ccc1NC(=O)CCCN1C(=O)CCC1=O
    i, i
CCN(CC)CCCNC1CCS(=O)(=O)C1 (stereo unspecified)
    i, i
O=C(CN1C(=O)CSC1=O)Nc1ccc(N2CCOCC2)cc1
    i, i
CC(=O)c1cccc(NC(=O)c2ccc(OC3CSC3)cc2)c1
    i, i
COc1ccc(OC)c(NC(=S)NCC(c2cccnc2)N2CCOCC2)c1 (stereo unspecified)
    i, i
COC(=O)C1Sc2[nH]c(=O)sc2C2c3ccccc3OC(=O)C12 (stereo unspecified)
    i, i
NC1=NC(=O)/C(=C/C=C/c2cccs2)S1
    i, i
COc1ccccc1NC(=O)c1ccc(-n2cccn2)c([N+](=O)[O-])c1
    i, i
Cc1ccc(C(=O)NCCc2nnc3ccc(SCC(=O)NCc4ccc(F)cc4)nn23)cc1
    i, i
COc1ccc(NC(=S)N2CCN(C(c3ccccc3)c3ccccc3)CC2)c(OC)c1
    i, i
COCCNC(=O)C1CCN(S(=O)(=O)c2ccccc2)CC1
    i, i
O=C(Nc1ccccc1N1CCCC1)c1cccc(F)c1
    i, i
COC(=O)c1ccc(C(=O)OC)c(NC(=O)COC(=O)C2CCCCC2)c1
    i, i
Cc1ccc(C2=NC3(CCCC3)N=C2SCC(=O)Nc2ccc3c(c2)OCCO3)cc1
    i, i
Cc1cccc(NC(=S)N2CCC(c3nc4ccccc4o3)CC2)c1
    i, i
Cc1c(NC(=O)Nc2cccc(Cl)c2Cl)c(=O)n(-c2ccccc2)n1C
    i, i

# New compounds follow:
molecule | CHT inh | CHT PAM
CC1=C(C(=O)NCCCOC(C)C)C2(CCC(C)CC2)OC1=O (stereo unspecified) | i | i
O=C(OCC(=O)N1CCc2ccccc21)c1ccccc1F | i | i
O=C(Cn1cc([N+](=O)[O-])cn1)N1CCN(c2ccccc2)CC1 | i | i
CCOC(=O)CSc1nnc(NC(=O)c2cccc(S(=O)(=O)N3CCCC3)c2)s1 | i | i
N/C(CC(=O)NC1CCCCC1)=N\OCC(=O)Nc1ccc(Cl)c(Cl)c1 | i | i
C=CCn1c(SCC(=O)Nc2ccc(C(=O)OCC)cc2)nnc1-c1cccs1 | i | i
CCN(c1ccccc1)S(=O)(=O)c1cc2c3c(c1)CCN3C(=O)CC2 | i | i
O=C(Oc1cccc(N2C(=O)CCC2=O)c1)C1CC(=O)N(c2ccc(F)cc2)C1 (stereo unspecified) | i | i

# Next compounds
molecule | CHT inh | CHT PAM
O=C(NN(CC(O)COc1ccccc1)CC(O)COc1ccccc1)c1ccccc1 (stereo unspecified) | i | i
CCOC(=O)C1=C(C)OC(N)=C(C#N)C1C1CCCCC1 (stereo unspecified) | i | i
O=[N+]([O-])c1ccc(N2CCN(c3ccc(F)cc3)CC2)cc1 | i | i
CCc1ccc(OCCSc2nc3ccccc3n2CC(=O)O)cc1 | i | i
O=C(CN1c2ccccc2Sc2ccccc21)NNC(=O)Nc1ccc(Cl)c(Cl)c1 | i | i
Cc1ccc2nc(Cn3cc(C(F)(F)F)cc(Cl)c3=O)cc(=O)n2c1 | i | i
CCc1nc(OCCN(C)C)c2oc3ccccc3c2n1 | i | i
COc1ccc(Cl)cc1C(=O)NCC#N | i | i

# 3 compounds from above, arranged by heavy-atom count, largest number first.
molecule | CHT inh | CHT PAM
O=C(NN(CC(O)COc1ccccc1)CC(O)COc1ccccc1)c1ccccc1 (stereo unspecified) | i | i
O=C(CN1c2ccccc2Sc2ccccc21)NNC(=O)Nc1ccc(Cl)c(Cl)c1 | i | i
O=[N+]([O-])c1ccc(N2CCN(c3ccc(F)cc3)CC2)cc1 | i | i

# Additional entries follow.
molecule | CHT inh | CHT PAM
O=C(NCc1ccncc1)C(=O)NCc1ccncc1 | i | i
Cc1ccccc1CN1CCC(n2nccc2NC(=O)CCOc2ccccc2)CC1 | i | i
CC(C)c1nc(SCC(=O)N2CCOCC2)c2c(=O)n(C)c(=O)n(C)c2n1 | i | i
CC(NC(=O)COc1ccc(N(C)S(=O)(=O)c2ccccc2)cc1)c1ccccc1 (stereo unspecified) | i | i
O=C1c2ccccc2C(=O)N1OCc1ccc(Cl)cc1 | i | i
CCOc1ccc(NC(=S)NC(C)c2cccs2)cc1 (stereo unspecified) | i | i
CCn1c(C)c(C)c2cc(C(=O)N3CCc4ccccc4C3)ccc21 | i | i
CCCCC(=O)OCC(=O)Nc1ccc(C)c(F)c1 | i | i

# (listing goes on)
molecule | CHT inh | CHT PAM
CCOC(=O)c1c(C)[nH]c(C)c1S(=O)(=O)N1CCN(C(=O)c2ccco2)CC1 | i | i
COc1ccc2c(c1)C1OCCC1C(c1ccco1)N2 (stereo unspecified) | i | i
COc1ccc(OC)c(S(=O)(=O)Oc2ccc(N)c3ccccc23)c1 | i | i
COC(=O)c1cc(NC(=O)c2cc(C(C)(C)C)nn2Cc2cccc(C)c2)ccc1N1CCOCC1 | i | i
Cc1ccc(C2C(C#N)=C(N)N(c3ncn[nH]3)C3=C2C(=O)CC(C)(C)C3)cc1 (stereo unspecified) | i | i
O=C(NC1CC2CCCC(C1)N2Cc1ccccc1)C1CCCCC1 (stereo unspecified) | i | i
CCC1CCCCN1C(=O)COc1cc(=O)n(C)c2ccccc12 (stereo unspecified) | i | i
Cc1cc(NC(=O)CSc2nc3ccccc3[nH]2)no1 | i | i

# At a glance, part of the list above.
molecule | CHT inh | CHT PAM
COC(=O)c1cc(NC(=O)c2cc(C(C)(C)C)nn2Cc2cccc(C)c2)ccc1N1CCOCC1 | i | i
Cc1ccc(C2C(C#N)=C(N)N(c3ncn[nH]3)C3=C2C(=O)CC(C)(C)C3)cc1 (stereo unspecified) | i | i
O=C(NC1CC2CCCC(C1)N2Cc1ccccc1)C1CCCCC1 (stereo unspecified) | i | i
CCC1CCCCN1C(=O)COc1cc(=O)n(C)c2ccccc12 (stereo unspecified) | i | i
Cc1cc(NC(=O)CSc2nc3ccccc3[nH]2)no1 | i | i

# (more compounds)
molecule | CHT inh | CHT PAM
COC(=O)CN1C(=S)N(c2ccc(OC)cc2)C(=O)/C1=C/c1ccc(N2CCOCC2)cc1 | i | i
CSC1=NCCN1C(=O)Cc1cccc2ccccc12 | i | i
COc1cc(/C=N/N2C(C)CCCC2C)cc(Br)c1O (stereo unspecified) | i | i
Cc1ccc(SCC(=O)Nc2cccc(-c3nnc(-c4ccco4)o3)c2)cc1 | i | i
O=C(Nc1cccnc1)c1ccccc1F | i | i
CSC1=NC2C(N1)N(C)C(=O)N2C (stereo unspecified) | i | i
